NOD1 inhibition: inhibition of NOD1-driven NF-kB reporter – cell-based, luminescence, uHTS, primary screen (AID 1578). actives 1% (n = 290,000). inhibition, % at 4 µM; hits with a dose series show EC50 in µM. NOD1-driven NF-kB luciferase reporter cells, luminescence; higher % means a stronger effect; in the data active = inhibition mostly above about 36%, no sharp cut-off; inactive = mostly below about 34%;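 note: HEK-293T reporter cells stimulated with the NOD1 agonist gamma-tri-DAP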
HIV fusion peptide: inhibitors of HIV fusion peptide binding, primary screen, biochemical, uHTS, fluorescence dequenching (AID 1986); cell-free peptide binding, fluorescence dequenching, 30 min; higher % means a stronger effect; one-dose inhibition, % at 20 µM; IC50 in µM for titrated hits; actives 0.3% (n = 290,000); in the data active = inhibition mostly above about 52%, no sharp cut-off; inactive = mostly below about 76%; note: some results filed as inactive read as strong as hits
KOR beta-arrestin-1: kappa opioid receptor activators – cell-based, luminescence, uHTS, primary screen (AID 1777); activation, % at 10 µM; hits with a dose series show EC50 in µM; actives 0.02% (n = 280,000); KOR beta-arrestin recruitment, luminescence; higher % means a stronger effect; in the data active = activation above about 50%, passing the limit was not always enough; note: a part of the inactive calls stands beside numbers as strong as those of hits
Yfh1-off respiration: enhancers of respiration in Yfh1-depleted yeast, dose response, Friedreich's ataxia, plus single-dose screen (AID 1465) | actives 0.074% (n = 220,000) | S. cerevisiae Yfh1-off respiration, WST-1 reduction, 72 h; higher fold induction means a stronger effect | fold induction at 50 µM; hits with a dose series show EC50 in µM;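 active = fold induction of absorbance versus untreated yeast above a set limit, then at least 30% activation at any dose in follow-up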;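 note: activators that raise dye reduction in frataxin-depleted yeast; strong numbers were not always called active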
West Nile antiviral: West Nile virus antiviral activity, cell-based, CPE readout (AID 1621) | West Nile virus-infected cells, CPE inhibition; higher % means a stronger effect | CPE inhibition, % at 10 µM, or IC50 in µM where a hit was titrated | actives 0.02% (n = 290,000); in the data active = a potency from the dose series; note: strong numbers were not always called active
Dengue-2 NS5 capping: flavivirus cap methylation enzyme inhibition – biochemical, confirmation dose response, primary screen (AID 588689); Dengue-2 NS5 methyltransferase capping enzyme assay, biochemical; higher % means a stronger effect; inhibition, % at 25 µM, or IC50 in µM where a hit was titrated; actives 0.3% (n = 340,000); in the data active = a potency from the dose series
AID2073: disruptors of CaV2.2 binding to Mint1 – biochemical, HTRF (AID 2073); inhibition, % at 20 µM; hits with a dose series show IC50 in µM; HTRF protein-protein interaction, Mint1-CaV2.2; higher % means a stronger effect; actives 0.19% (n = 290,000); in the data active = inhibition mostly above about 51%, no sharp cut-off; note: some results filed as inactive read as strong as hits
HEK293 NOD2/NF-kB: NOD2 signaling inhibitors, cell-based, luminescence, uHTS, HEK293 (AID 1566); HEK293 NOD2/NF-kB luciferase reporter, luminescence; higher % means a stronger effect; inhibition, % at 4 µM, or EC50 in µM where a hit was titrated; actives 0.63% (n = 290,000); note: many of its hits are not listed in these tables
KOR beta-arrestin-2: KOR antagonists, beta-arrestin recruitment, cell-based, luminescence, uHTS (AID 1778); KOR beta-arrestin recruitment, luminescence, antagonist mode; higher % means a stronger effect; one-dose inhibition, % at 10 µM; IC50 in µM for titrated hits; actives 0.091% (n = 290,000); note: strong numbers were not always called active
Dengue-2 NS5 capping pilot replicate: second read-out of Dengue-2 NS5 capping, no call of its own (marks repeat the call); inhibition, %; measured here: pilot screen replicate inhibition
* marks the source's active call; other numbers are inactive results; [ ] = another dose, or the depositor's remark. Cut-off read from the data, not from the text of the source, unless noted: active = inhibition above about 50%; inactive = the rest.

Screening CCC(C(=O)OCC(=O)NC(=O)NC(C)(C)C)c1ccccc1 (configuration not stated) returned NOD1 inhibition -19%, HIV fusion peptide -1.7%, KOR beta-arrestin-1 1.3%, Yfh1-off respiration inactive, West Nile antiviral 0.1%, Dengue-2 NS5 capping -5%, AID2073 -17%, HEK293 NOD2/NF-kB 11% and KOR beta-arrestin-2 -6%.
Cc1ccc2c(CN3CCC(C(N)=O)CC3)cc(=O)oc2c1C was read as NOD1 inhibition -38%, HIV fusion peptide 0.1%, KOR beta-arrestin-1 3.8%, West Nile antiviral -0.4%, Dengue-2 NS5 capping -2%, AID2073 -12%, HEK293 NOD2/NF-kB -15% and KOR beta-arrestin-2 -45%.
Screening CC(=O)NS(=O)(=O)c1ccc(N=c2ssc3c2-c2ccc(C)cc2NC3(C)C)cc1 returned NOD1 inhibition -43%, HIV fusion peptide 52%*, KOR beta-arrestin-1 4.5%, Yfh1-off respiration inactive, West Nile antiviral 0.5%, Dengue-2 NS5 capping 24%, AID2073 13%, HEK293 NOD2/NF-kB 6% and KOR beta-arrestin-2 -24%.
Screening COc1cc(/C=N/N=C/c2cc(OC)c(O)c(OC)c2)cc(OC)c1O returned NOD1 inhibition -20%, HIV fusion peptide -2.0%, KOR beta-arrestin-1 10%, Yfh1-off respiration inactive, West Nile antiviral 0.5%, Dengue-2 NS5 capping -3%, AID2073 -14%, HEK293 NOD2/NF-kB 9% and KOR beta-arrestin-2 1%.
Screening COc1ccc(OC)c(NC(=S)NN2CCOCC2)c1 returned NOD1 inhibition 12%, HIV fusion peptide -1.2%, KOR beta-arrestin-1 -2.5%, Yfh1-off respiration inactive, West Nile antiviral 0.3%, Dengue-2 NS5 capping 4%, AID2073 30%, HEK293 NOD2/NF-kB 19% and KOR beta-arrestin-2 3%.
`CCc1ccc(NC(=O)CCc2c(C)nn(-c3ccc(N4CCCCC4)nn3)c2C)cc1` gave NOD1 inhibition -6%, HIV fusion peptide -0.8%, KOR beta-arrestin-1 4.3%, West Nile antiviral 0.2%, Dengue-2 NS5 capping 8%, AID2073 26%, HEK293 NOD2/NF-kB -29% and KOR beta-arrestin-2 -54%.
For Cc1c(-c2c(C#N)c(N)nc3c2CCCCCC3)cnn1C the results were NOD1 inhibition -12%, HIV fusion peptide 8.2%, KOR beta-arrestin-1 3.7%, West Nile antiviral 0.4%, Dengue-2 NS5 capping -4%, AID2073 4%, HEK293 NOD2/NF-kB -4% and KOR beta-arrestin-2 -1%.
For Cc1ccc(CC(=O)Nc2nc3ccccc3s2)cc1 the results were NOD1 inhibition -6%, HIV fusion peptide -0.6%, KOR beta-arrestin-1 4.3%, Yfh1-off respiration inactive, West Nile antiviral -0.8%, Dengue-2 NS5 capping 2%, AID2073 23%, HEK293 NOD2/NF-kB -60% and KOR beta-arrestin-2 5%.
For O=C(Nc1ccccc1Oc1ccsc1C(=O)O)c1ccccc1F the results were NOD1 inhibition -4%, HIV fusion peptide 5.0%, KOR beta-arrestin-1 -5.7%, West Nile antiviral 0.1%, Dengue-2 NS5 capping -4%, AID2073 -2%, HEK293 NOD2/NF-kB 10% and KOR beta-arrestin-2 23%.
Cc1ccc(C)c(NC(=O)CSc2nnc(-c3ccccc3C)o2)c1 was read as NOD1 inhibition -2%, HIV fusion peptide 2.0%, KOR beta-arrestin-1 -6.1%, Yfh1-off respiration inactive, West Nile antiviral -0.5%, Dengue-2 NS5 capping -3%, AID2073 -2%, HEK293 NOD2/NF-kB 9%, KOR beta-arrestin-2 -18% and Dengue-2 NS5 capping pilot replicate -3.7.
For CC(C)(/C=N/O)/[N+]([O-])=C/c1ccccc1 the results were NOD1 inhibition -8%, HIV fusion peptide 1.6%, KOR beta-arrestin-1 -3.2%, Yfh1-off respiration inactive, West Nile antiviral -0.2%, AID2073 4%, HEK293 NOD2/NF-kB 14% and KOR beta-arrestin-2 21%.
CCOC(=O)c1c(C)[nH]c(C)c1C(=O)COC(=O)c1cc(OC)cc(OC)c1 was read as NOD1 inhibition -17%, HIV fusion peptide -2.5%, KOR beta-arrestin-1 -0.9%, Yfh1-off respiration inactive, West Nile antiviral -0.4%, Dengue-2 NS5 capping 0%, AID2073 -6%, HEK293 NOD2/NF-kB 8% and KOR beta-arrestin-2 -14%.
`O=C(NCC(O)c1ccccc1)c1cccs1` (configuration not stated) gave NOD1 inhibition -7%, HIV fusion peptide -0.5%, KOR beta-arrestin-1 1.2%, West Nile antiviral -0.1%, Dengue-2 NS5 capping -1%, AID2073 -4%, HEK293 NOD2/NF-kB -46% and KOR beta-arrestin-2 3%.
`Cc1ccc(-c2cn(S(=O)(=O)c3cccc([N+](=O)[O-])c3)nc2N)cc1` gave NOD1 inhibition 21%, HIV fusion peptide -1.6%, KOR beta-arrestin-1 2.5%, Yfh1-off respiration inactive, West Nile antiviral -0.1%, Dengue-2 NS5 capping -2%, AID2073 6%, HEK293 NOD2/NF-kB -9% and KOR beta-arrestin-2 2%.
Screening CCCCNC(=O)C1CCC(CNS(=O)(=O)c2ccc(C)cc2)CC1 (configuration not stated) returned NOD1 inhibition -24%, HIV fusion peptide -1.8%, KOR beta-arrestin-1 -3.5%, Yfh1-off respiration inactive, West Nile antiviral 0.1%, Dengue-2 NS5 capping -10%, AID2073 11%, HEK293 NOD2/NF-kB 8% and KOR beta-arrestin-2 -11%.

An excerpt taken from the entries so far, for reference:
For Cc1ccc(CC(=O)Nc2nc3ccccc3s2)cc1 the results were NOD1 inhibition -6%, HIV fusion peptide -0.6%, KOR beta-arrestin-1 4.3%, Yfh1-off respiration inactive, West Nile antiviral -0.8%, Dengue-2 NS5 capping 2%, AID2073 23%, HEK293 NOD2/NF-kB -60% and KOR beta-arrestin-2 5%.
For O=C(Nc1ccccc1Oc1ccsc1C(=O)O)c1ccccc1F the results were NOD1 inhibition -4%, HIV fusion peptide 5.0%, KOR beta-arrestin-1 -5.7%, West Nile antiviral 0.1%, Dengue-2 NS5 capping -4%, AID2073 -2%, HEK293 NOD2/NF-kB 10% and KOR beta-arrestin-2 23%.

(next part)
CCOC(=O)CC1(C)SC(NC(C)=O)=NN1C(C)=O (configuration not stated) was read as NOD1 inhibition -47%, HIV fusion peptide 1.4%, Yfh1-off respiration inactive, West Nile antiviral -0.3%, Dengue-2 NS5 capping -3%, AID2073 6%, HEK293 NOD2/NF-kB -13% and KOR beta-arrestin-2 -7%[20 µM].
`COc1cc(S(=O)(=O)n2ccnc2)ccc1Br` gave NOD1 inhibition -15%, HIV fusion peptide -0.5%, KOR beta-arrestin-1 -0.6%, Yfh1-off respiration inactive, West Nile antiviral 0.1%, Dengue-2 NS5 capping -5%, AID2073 -9%, HEK293 NOD2/NF-kB 6% and KOR beta-arrestin-2 -17%.
For O=C(COc1ccc(/C=N/NC(=O)C(=O)N2CCCCC2)cc1)Nc1ccccc1Cl the results were NOD1 inhibition 7%, HIV fusion peptide 1.0%, KOR beta-arrestin-1 -4.7%, Yfh1-off respiration inactive, West Nile antiviral 0.1%, Dengue-2 NS5 capping -3%, AID2073 -12%, HEK293 NOD2/NF-kB 7% and KOR beta-arrestin-2 7%.
`COc1ccc(NC(=O)CCNC(=O)c2ccco2)cc1Cl` gave NOD1 inhibition -14%, HIV fusion peptide 1.3%, KOR beta-arrestin-1 -6.2%, West Nile antiviral -0.4%, Dengue-2 NS5 capping -10%, AID2073 2%, HEK293 NOD2/NF-kB 3% and KOR beta-arrestin-2 2%.
For CCCCNC(=O)Cn1c(=O)oc2cc(S(=O)(=O)N3CC(C)CC(C)C3)ccc21 (configuration not stated) the results were NOD1 inhibition 1%, HIV fusion peptide -2.5%, KOR beta-arrestin-1 -6.8%, Yfh1-off respiration inactive, West Nile antiviral -0.1%, Dengue-2 NS5 capping -1%, AID2073 -5%, HEK293 NOD2/NF-kB -6% and KOR beta-arrestin-2 -1%.
Cc1cccc(C)c1NC(=S)N(CCN(C)C)C(C)c1ccccn1 (configuration not stated) was read as NOD1 inhibition -16%, HIV fusion peptide -0.3%, KOR beta-arrestin-1 3.4%, Yfh1-off respiration inactive, West Nile antiviral -0.2%, Dengue-2 NS5 capping -9%, AID2073 -10%, HEK293 NOD2/NF-kB 5% and KOR beta-arrestin-2 9%.
Screening CCn1cc(C(=O)NCCCN2CCCCCC2)c(=O)c2cc(S(=O)(=O)N3CCc4ccccc4C3)ccc21 returned NOD1 inhibition -27%, HIV fusion peptide -6.2%, KOR beta-arrestin-1 2.9%, Yfh1-off respiration inactive, Dengue-2 NS5 capping -9%, AID2073 9%, HEK293 NOD2/NF-kB -4% and KOR beta-arrestin-2 -39%.
`CCOc1cc(NC(=S)NCCCN2CCOCC2)c(OCC)cc1NC(=O)c1cccc(C)c1` gave NOD1 inhibition -20%, HIV fusion peptide -0.7%, Yfh1-off respiration inactive, West Nile antiviral -0.1%, Dengue-2 NS5 capping 4%, AID2073 -6%, HEK293 NOD2/NF-kB 19% and KOR beta-arrestin-2 -9%[20 µM].
For COCCNCCCCOc1c(Cl)cc(C)cc1Br the results were NOD1 inhibition -1%, HIV fusion peptide 1.2%, KOR beta-arrestin-1 2.5%, Yfh1-off respiration inactive, West Nile antiviral -0.6%, Dengue-2 NS5 capping -1%, AID2073 -2%, HEK293 NOD2/NF-kB 7%, KOR beta-arrestin-2 -1% and Dengue-2 NS5 capping pilot replicate 3.0.
Screening Cc1ccc(NC(=O)c2cc(-c3ccc(C)c(C)c3O)n[nH]2)cc1C returned NOD1 inhibition 2%, HIV fusion peptide -3.6%, KOR beta-arrestin-1 -2.6%, West Nile antiviral -1.2%, Dengue-2 NS5 capping -5%, AID2073 12%, HEK293 NOD2/NF-kB 10% and KOR beta-arrestin-2 -3%.
`CCCCn1c(N)c(N(CC(C)C)C(=O)C2CCN(S(=O)(=O)c3ccc(F)cc3)CC2)c(=O)[nH]c1=O` gave NOD1 inhibition -9%, HIV fusion peptide -0.1%, KOR beta-arrestin-1 5.8%, West Nile antiviral 0.2%, Dengue-2 NS5 capping -8%, AID2073 6%, HEK293 NOD2/NF-kB -2% and KOR beta-arrestin-2 13%.
`CC(C)N(CCCNC(=O)c1ccc(N2CCCC2=O)cc1)Cc1ccccc1` gave NOD1 inhibition -18%, HIV fusion peptide 4.0%, KOR beta-arrestin-1 -2.5%, Yfh1-off respiration inactive, West Nile antiviral -0.1%, Dengue-2 NS5 capping -6%, AID2073 10%, HEK293 NOD2/NF-kB 10% and KOR beta-arrestin-2 7%.
For Cc1ccc(CNC(=O)c2cc(COc3c(F)cccc3F)on2)s1 the results were NOD1 inhibition -4%, HIV fusion peptide 0.4%, Yfh1-off respiration inactive, West Nile antiviral -0.2%, Dengue-2 NS5 capping -17%, AID2073 -4%, HEK293 NOD2/NF-kB -5% and KOR beta-arrestin-2 12%[20 µM].
For COC(=O)c1[nH]c2ccc(F)cc2c1NC(=O)CCN1CCN(C(=O)c2ccco2)CC1 the results were NOD1 inhibition 7%, HIV fusion peptide -3.0%, KOR beta-arrestin-1 -7.8%, Yfh1-off respiration inactive, West Nile antiviral 0.1%, AID2073 11%, HEK293 NOD2/NF-kB 4% and KOR beta-arrestin-2 -42%.
Screening O=C(C1=C(O)C(=O)N(c2ncccn2)C1c1cccs1)c1ccco1 (configuration not stated) returned NOD1 inhibition 33%, HIV fusion peptide 54%, KOR beta-arrestin-1 5.7%, Yfh1-off respiration inactive, West Nile antiviral 0.2%, Dengue-2 NS5 capping 19%, AID2073 22%, HEK293 NOD2/NF-kB 15% and KOR beta-arrestin-2 -17%.

High-throughput results: PubChem, several laboratories

A portion of the library; the hit share may differ from the screen's.
